# Menin-MLL TR inh: inhibitors of human menin-MLL interaction, mutant MLL peptide; O00255; Menin + Texas Red MLL mutant peptide, fluorescence polarization; Potency, µM (top dose mostly 61.6 µM), without a hit: top-dose FP activity change, negative = inhibition, actives largely listed as inhibitors; actives 0.23% (n = 270,000); AID 1768; active = well fitted inhibition curve with a large enough effect in the polarisation, with a control signal flat, not every such curve was filed as active; inconclusive = small, poorly fitted or top-dose-only effect, or effect the other way, or a change in a side signal; inactive = no such curve, though single readings can be large or run the other way; the % refers to the polarisation; note: potency is the fitted concentration of half-maximal effect; % of control where 0% means no effect; many of its hits are not listed in these tables
# Integrin act MD: activators of alpha7 integrin expression for muscular dystrophy. Potency, µM (top dose mostly 38.3 µM), without a hit: at the top dose activation, actives largely listed as activators. alpha7betagal myoblasts, beta-gal FDG fluorescence, 48 h. actives 0.064% (n = 350,000);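 note: potency is the fitted concentration of half-maximal effect; 100% = response of the positive control SU9516; nearly all actives have a fitted effect of over 60% in size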
#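 alpha7betagal+/- myoblasts (passage 13, 250/well) treated 48 h at 37C with compounds at 1:260 dilution of DMSO stock. Lysed, then beta-galactosidase activity read as FDG fluorescence (ex 480/em 540) after 30 min, with pre-read for autofluorescence.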
# Coupling enz: coupling enzyme interference in Giardia aldolase counter-screen | coupling enzyme system counterscreen, AmpLite Red fluorescence | activity change, negative = inhibition, % at 58.2 µM, hits read low | actives 0.67% (n = 290,000); in the data active = activity change below about -30%; note: % is set by controls: 0 for no effect and ±100 for the full control effect
#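 Activity here indicates interference with the coupling reaction, not aldolase inhibition. Compounds at 57.5 uM final met coupling enzymes for 10 min at RT; substrate and AmpLite Red detection followed, with a 525/598 nm fluorescence read after 20 min.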
# TSG101-PTAP inh: blocks PTAP/TSG101 interaction to inhibit HIV-1 budding | 340,000 tested, under 10 active | Fluorescence polarization, FITC-PTAP peptide / Tsg101 binding | Q99816 | Potency, µM (titrated, usually from 115 µM), for the others: at the top dose activity change, negative = inhibition, usual class: inhibitors; active = well fitted inhibition curve with a large enough effect in the main read-out, with a control signal flat, not every such curve was filed as active; inconclusive = small, poorly fitted or top-dose-only effect, or effect the other way, or a change in a side signal; inactive = no such curve, though single readings can be large or run the other way; note: potency is the fitted concentration of half-maximal effect; % of control where 0% means no effect
#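 Steps: Tsg101 binding domain dispensed (10 uM final), compounds pinned in DMSO, FITC-labeled PTAP-motif peptide added (50 nM final); after 20 min binding at room temperature, polarization measured.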
# Tb PFK block: inhibitors of T. brucei phosphofructokinase; O15648; T. brucei PFK, ADP-Glo luminescence; Potency, µM (series often up to 57.5 µM), for inactives: at the highest dose activity, negative = inhibition, hits mostly inhibitors; actives 0.17% (n = 330,000); AID 485367;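 note: potency is the fitted concentration of half-maximal effect; 0% = uninhibited 1x PFK enzyme wells and -100% = no-enzyme wells; nearly all actives have a fitted effect of over 60% in size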
# Target sequence (O15648 whole entry, looked up): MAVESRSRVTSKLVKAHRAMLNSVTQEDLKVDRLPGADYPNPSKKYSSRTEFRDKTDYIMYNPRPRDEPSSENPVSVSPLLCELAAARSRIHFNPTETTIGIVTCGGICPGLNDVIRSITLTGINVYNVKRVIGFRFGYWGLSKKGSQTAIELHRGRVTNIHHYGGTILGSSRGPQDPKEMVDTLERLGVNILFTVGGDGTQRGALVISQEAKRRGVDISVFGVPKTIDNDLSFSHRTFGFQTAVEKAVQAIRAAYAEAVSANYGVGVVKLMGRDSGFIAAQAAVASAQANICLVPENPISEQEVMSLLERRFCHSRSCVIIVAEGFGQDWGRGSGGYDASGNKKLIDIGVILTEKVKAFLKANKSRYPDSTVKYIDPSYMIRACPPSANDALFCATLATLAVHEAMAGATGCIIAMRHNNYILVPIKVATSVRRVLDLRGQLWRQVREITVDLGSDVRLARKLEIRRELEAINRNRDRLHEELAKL
#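 ADP-Glo luminescence quantified ADP after 45 min at room temperature, with 1.25 nM T. brucei PFK, 0.1 mM ATP and 0.5 mM fructose-6-phosphate in pH 8.0 TEA buffer. qHTS titrations up to 57 µM; curves classified by quality.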
# Giardia kill: Giardia lamblia killing; activity change, % at 7.66 µM, hits read low; Giardia lamblia trophozoite viability; AID 540267; actives 0.15% (n = 340,000); in the data active = activity change below about -80%; inconclusive = between about -30% and that limit;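 note: parasites exposed to compound for two days anaerobically before the ATP read; % is set by controls: 0 for no effect and ±100 for the full control effect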
#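 Anaerobic 48 hrs incubation at 37 deg C of 100 trophozoites/well with test compounds; ATPLite 1-Step luminescence, 15-30 min RT, reports cellular ATP as viability.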
# GALK inh: inhibitors of human galactokinase | P51570 | Purified GALK, Kinase-Glo residual ATP luminescence | Potency, µM (doses to about 57.5 µM), for inactives: at the top dose activity change, negative = inhibition, usual class: inhibitors | actives 0.007% (n = 270,000) | AID 1868; note: potency is the fitted concentration of half-maximal effect; % is set by controls: 0 for no effect and ±100 for the full control effect
#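 Luminescence from leftover ATP (Ultra-Glo luciferase/luciferin) served as read-out after a 1 h room-temperature reaction of 5 nM GALK with 35 uM ATP and 100 uM galactose.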
# Chronic BCR inh: chronic active BCR signaling inhibition. Potency, µM (doses to about 46.1 µM), for inactives: top-dose ratio change, negative = lower green/red ratio, most hits filed as inhibitors. actives 0.05% (n = 340,000). ABC-DLBCL IkBa-CBG/CBR reporter, luminescence ratio, 4 h. AID 493014; active = well fitted inhibition curve with a large enough effect in the signal ratio, with a control signal flat, not every such curve was filed as active; inconclusive = small, poorly fitted or top-dose-only effect, or effect the other way, or a change in a side signal; the % refers to the signal ratio;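 note: potency is the fitted concentration of half-maximal effect; plate controls were basal doxycycline-induced cells for no effect and cells given 10 µM MG132 for full effect; MG132 reads +100%, hits lower the ratio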
#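 TMD8 ABC-DLBCL cells carrying doxycycline-inducible green luciferase fused to IkappaBalpha plus unfused red luciferase were exposed to compounds (up to 46 uM) for 4 hrs at 37C. Activity came from the overlap-corrected green/red luminescence ratio.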
# PKM2 act: increases activity of human pyruvate kinase M2; Potency, µM (doses to about 57.5 µM), without a hit: at the highest dose activation, most hits filed as activators; purified PKM2, Kinase-Glo ATP luminescence, activation; response scale: 0% is enzyme alone, no compound; actives 0.34% (n = 260,000); note: potency is the fitted concentration of half-maximal effect; % is set by controls: 0 for no effect and ±100 for the full control effect; nearly all actives have a fitted effect of over 55% in size
# Target sequence (P14618 whole entry, looked up): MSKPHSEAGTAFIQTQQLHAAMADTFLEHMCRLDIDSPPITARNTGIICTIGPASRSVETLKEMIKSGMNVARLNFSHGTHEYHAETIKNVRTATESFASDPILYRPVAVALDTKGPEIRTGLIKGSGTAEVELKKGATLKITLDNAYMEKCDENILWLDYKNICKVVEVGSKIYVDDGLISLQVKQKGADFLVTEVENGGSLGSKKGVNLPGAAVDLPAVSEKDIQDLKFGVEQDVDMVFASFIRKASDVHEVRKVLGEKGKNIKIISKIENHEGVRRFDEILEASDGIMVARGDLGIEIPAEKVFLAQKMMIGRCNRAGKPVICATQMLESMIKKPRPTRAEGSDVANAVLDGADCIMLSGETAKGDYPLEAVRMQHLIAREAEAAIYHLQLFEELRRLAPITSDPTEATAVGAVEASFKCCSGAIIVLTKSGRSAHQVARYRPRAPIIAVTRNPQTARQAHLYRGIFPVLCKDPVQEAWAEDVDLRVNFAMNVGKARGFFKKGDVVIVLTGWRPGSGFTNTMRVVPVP
#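 Kinase-Glo luminescence reports ATP generated from ADP (0.1 mM) and PEP (0.5 mM) by purified hPK-M2 after 1 h at room temperature, pH 7.2 imidazole buffer; intermediate enzyme activity allows detecting inhibitors and activators.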
# B2AR arrestin: beta2AR (human) beta-arrestin recruitment activity | Potency, µM (highest dose often 46.1 µM), for the others: at the top dose activation, hits mostly activators | beta-arrestin recruitment to beta2AR, cell-based reporter | actives 0.02% (n = 330,000);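 note: potency is the fitted concentration of half-maximal effect; 0% = DMSO controls and full agonism = EC100 isoproterenol or metaproterenol; nearly all actives have a fitted effect of over 65% in size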
# ASM inhibitor: human S-ASM enzyme inhibition; P17405; placental ASM, HMU-PC fluorogenic substrate, 60 min; Potency, µM (titrated, usually from 57.5 µM), for inactives: at the top dose activity change, negative = inhibition, most hits filed as inhibitors; actives 0.006% (n = 340,000); AID 504937; note: potency is the fitted concentration of half-maximal effect
#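 Human placenta-derived ASM enzyme was preincubated with compound for 10 minutes at room temperature, then given fluorogenic substrate HMU-PC0 (9 uM final) for 60 minutes at 37 °C; a pH 10 stop preceded fluorescence reading at Ex 386/Em 447 nm.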
# Active calls of the source: *; ? = inconclusive; . = no result given; [ ] = another dose, or the depositor's remark. Unless noted, calls come from the whole dose curve; as a rule, active = well fitted curve in the direction sought with a large enough effect; inconclusive = small, poorly fitted or top-dose-only effect, or another doubt; inactive = no such curve, though single readings can be large; an effect the other way counts as inactive or inconclusive.
smiles,Menin-MLL TR inh,Integrin act MD,Coupling enz,TSG101-PTAP inh,Tb PFK block,Giardia kill,GALK inh,Chronic BCR inh,PKM2 act,B2AR arrestin,ASM inhibitor
O=C(COc1ccc(Cl)cc1)NC1CCSC1=O (stereo not given),0%,-2%,1,1%,-8%,-25,-3%,1%,2%,-0.2%,-1%
COCCNC(=O)CS(=O)Cc1nc(-c2ccc(OC)cc2)oc1C (stereo not given),-10%,-12%,0,-4%,2%,-26,1%,-3%,16%,0.0%,6%
CC(C)C[C@@]12C(=O)N(c3cccc(Cl)c3)C(=O)N1[C@H](c1ccc(Br)cc1)[C@@H]1C(=O)N(C(C)(C)C)C(=O)[C@@H]12,.,23%,.,-2%,-6%,-12,.,4%,.,-0.1%,0%
COCc1ccc(C(=O)N2CCC(CCC(=O)Nc3cccc(C)c3)CC2)s1,.,27%,.,-3%,3%,-17,-4%,-7%,23%,-0.7%,-2%
CCc1ccc(OC(C)C(=O)Nc2ccc(S(=O)(=O)Nc3nccs3)cc2)cc1 (stereo not given),30%,23%,5,-2%,3%,3,-2%,?,7%,-0.2%,-6%
CCCn1nnnc1SCC(=O)NNC(=O)c1ccco1,-10%,6%,1,2%,4%,-17,0%,4%,5%,-0.2%,4%
O=C(O)[C@@H](O)c1ccccc1,10%,.,2,0%,0%,19,-2%,1%,-4%,-0.3%,4%
COC(=O)c1ccc2c(=O)n(Cc3ccco3)c(SCC(=O)Nc3ccccc3Cl)nc2c1,-6%,10%,-1,0%,-1%,10,-2%,4%,-2%,0.2%,2%
COc1cc(C(=O)COC(=O)c2cnc(C)cn2)ccc1OC(F)F,5%,3%,1,-1%,9%,-16,-7%,1%,1%,-0.6%,0%
Cc1cc(Br)ccc1SCC(=O)OCC(=O)NCc1ccc2c(c1)OCO2,-4%,4%,0,-4%,-1%,0,3%,5%,-3%,-0.4%,-4%
CC[C@@]1(C(=O)OC)N[C@H](CN(C)C(=O)Nc2ccc(C(F)(F)F)cc2)[C@@H]2C(=O)N(C)C(=O)[C@@H]21,.,0%,.,1%,0%,2,.,1%,.,-0.6%,1%
CCN1C(=O)C2CCCCN2c2ccc(C(=O)NCCOC)cc21 (stereo not given),-28%,13%,-4,-6%,4%,10,-1%,?,.,-0.5%,6%
CNC(=O)c1c(NC(=O)CS(=O)(=O)c2ccc(F)cc2)sc(C)c1C,.,-1%,.,-3%,2%,-5,.,3%,.,8.0%,.
CCn1cc2nc(SCC(=O)Nc3ccc(OC)cc3OC)n(Cc3ccc(OC)cc3)c(=O)c2n1,?,0%,0,-4%,-3%,13,1%,-25%,.,-0.8%,-9%
CCOC(=O)Nc1ccc2c(COC(=O)CNS(=O)(=O)c3ccc(NC(C)=O)cc3)cc(=O)oc2c1,-5%,-30%,1,-3%,1%,16,0%,?,-2%,0.3%,22%
Cc1ccc(NC(=O)CN(C)S(=O)(=O)c2ccc(Br)s2)cc1F,30%[activator],0%,-3,0%,-2%,-3,.,9%,-2%,-0.1%,-4%
CC1CC(=O)Nc2ccccc2N1C(=O)CN1CCN(c2ccccc2)CC1 (stereo not given),-9%,15%,2,0%,5%,-14,2%,-6%,-3%,-0.1%,1%
COc1ccc(/C(N)=N/OC(=O)C2CCCCC2)cc1OC,.,-4%,.,-10%,-4%,-11,7%,?,-11%,-0.3%,-4%
O=C(N/N=C\c1ccc2c(c1)OCO2)c1ccco1,-11%,20%,-1,-2%,-2%,0,6%,?,-45%,-0.8%,9%
CC(C)(CNC(=O)CCNC(=O)c1ccc(Br)cc1)N1CCOCC1,.,-13%,.,-2%,3%,-7,.,?,.,-0.1%,1%
COc1ccccc1C(=O)Nc1cccc(NC(=O)c2ccccc2OC)n1,0%,-12%,1,0%,-2%,7,3%,6%,1%,0.6%,-4%
CCn1nnnc1SCC(=O)c1ccc2c(c1)OCCO2,-13%,3%,.,-3%,1%,-11,-4%,1%,7%,0.4%,0%
O=C(NCc1ccccc1)c1ccc(CN2CCOCC2)cc1,-13%,32%,2,-1%,3%,18,4%,-2%,5%,0.1%,4%
O=C(NNc1ccccc1)C(=O)NNS(=O)(=O)c1ccc([N+](=O)[O-])cc1,2%,-26%,5,-1%,5%,6,0%,-1%,-23%,0.1%,0%
CCc1ccc(NC(=O)c2cc(C(C)C)on2)cc1,-11%,2%[7.66 µM],2,-2%,-5%,-1,-2%,?,0%,-0.9%,2%
NC(=O)c1ccc(NC(=O)c2ccccc2S(=O)(=O)c2ccccc2[N+](=O)[O-])cc1,3%,-7%,2,-1%,0%,15,3%,?,3%,-1.5%,1%
COc1ccc(NC(=O)Cn2c(=O)n(-c3ccc(CC(=O)NCc4ccco4)cc3)c(=O)c3ccccc32)cc1,?,-6%,2,0%,-2%,28,1%,0%,-6%,0.1%,-2%
CC(C)C[C@@H](CO)N(Cc1ccccc1)S(=O)(=O)N(Cc1ccccc1)[C@H](CO)CC(C)C,.,-38%,.,.,13%,-14,.,?,.,0.2%,-14%
O=C(COc1ccc(/C=N/NC(=O)C(=O)N2CCCCC2)cc1)Nc1ccccc1Cl,0%,0%,4,-2%,-2%,-1,-1%,?,4%,-0.6%,-7%
COC(=O)[C@H](CCSC)NC(=O)NCCc1ccc(F)cc1,.,11%,-1,-5%,4%,-25,-1%,-4%,5%,0.1%,4%
COc1ccc(C2CC(c3ccc(C)cc3)Nc3nc(N)nn32)cc1 (stereo not given),1%,14%,3,-3%,-2%,12,6%,-1%,12%,0.1%,0%
CSCCC(NC(=O)c1cccc([N+](=O)[O-])c1)C(=O)OCC(=O)N1CCCC1=O (stereo not given),.,14%,.,-2%,1%,-14,.,2%,.,-0.8%,2%
Cc1cn(-c2ccc(Br)cc2)[nH]c1=O,0%,1%,0,-1%,-2%,6,2%,0%,-6%,-0.4%,0%
O=C(N/N=C/c1ccc2ccccc2c1)c1ccc(COc2ccc3c(c2)CCC3)o1,?,-4%,-1,3%,1%,-15,0%,?,-3%,-1.1%,3%
N#CCCN(C(=O)c1ccco1)c1ccccc1,-10%,11%,4,-1%,4%,-23,2%,1%,8%,-0.4%,0%
COc1ccc(CNC(=O)c2c(-c3cc(Cl)c(OC)c(Cl)c3)noc2C)cc1,6%,0%,4,0%,1%,6,3%,6%,2%,-0.7%,-6%
Cc1c(-c2nnc(-c3ccc(C(F)(F)F)cc3)o2)cnn1-c1ccccc1,?,15%,-3,-12%,0%,2,1%,?,-2%,0.1%,2%
Oc1c(N=Nc2ccccc2)sc2ccccc12,.,6%,-9,-4%,0%,-28,8%,?,-19%,-0.9%,-5%
Cc1ccc(OCC(=O)NS(=O)(=O)c2ccc(Cl)cc2)cc1,.,17%,.,0%,1%,0,-4%,4%,-1%,-0.4%,0%
CCOc1cc(C2C(C(=O)N3CCCCC3)=C(C)NC3=C2C(=O)CCC3)cc(Br)c1O (stereo not given),-13%,13%,-8,-1%,-4%,13,-2%,-2%,7%,0.5%,1%
CCOc1ccccc1NC(=O)CN(C)S(=O)(=O)c1cccc2nsnc12,-1%,10%,-2,-3%,-5%,-7,-3%,-9%,0%,0.4%,-2%
CSc1ccccc1NC(=O)COC(=O)c1ccccc1O,-19%,9%,0,1%,0%,14,-2%,?,-3%,0.3%,2%
CCCCCCCCOC(=O)CCn1[nH]c(=O)c2ccccc2c1=O,-7%,-1%,4,-9%,1%,-2,2%,-16%,-2%,-0.2%,-7%
COc1ccc(N(CC(=O)N/N=C(\C)c2cccs2)S(=O)(=O)c2ccccc2)cc1Cl,-16%,.,0,.,-1%,.,0%,8%,-4%,0.2%,.
Cc1cc(C(F)(F)F)nn1-c1nc(-c2ccco2)cc(C(F)(F)F)n1,-21%,21%[7.66 µM],-5,-15%,-1%,3,-1%,-1%,0%,0.2%,-4%
O=C(C1CCN(S(=O)(=O)c2ccccc2)CC1)N1CCN(Cc2ccccc2)CC1,.,-5%,.,.,0%,-15,-6%,-1%,6%,0.0%,1%
Cc1ccsc1C(C(=O)NC1CCCCC1)N(C(=O)Cc1cccs1)C1CC1 (stereo not given),4%,7%,2,-2%,-7%,14,1%,1%,-1%,-0.1%,0%

# Screening data: PubChem, National Center for Advancing Translational Sciences (NCATS)

# Not all compounds are listed, so the mix of outcomes need not match the whole.
